aSyn 5UTR inh: MLPCN primary screen, SNCA 5' untranslated region; alpha-synuclein 5'UTR reporter, inhibitor activity; inhibition, % (tested at 7.5 µM); hit rate 0.82% among 300,000; AID 1813, 2009; in the data active = inhibition above about 60%;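 note: H4 neuroglioblastoma cells stably carrying SNCA 5'UTR luciferase fusion; 0% = DMSO wells and 100% = positive control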
AI-2 QS mod: Vibrio harveyi AI-2 quorum sensing modulators, primary screen, JMH597 strain, luminescence/OD600 ratio; Vibrio harveyi JMH597 AI-2 luminescence/OD600 ratio, 9 h; active compounds read low; strain lacks LuxN and CqsS sensors; 0 = neutral-control median; activity change, % at 7.5 µM; hit rate 0.4% among 300,000; in the data active = activity change below about -75%, passing the limit was not always enough;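 note: luminescence divided by OD600 gain over 9 h not by final OD600 alone; inactives centre near 13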
IEC-6 tox: cytotoxicity in IEC-6 intestinal epithelial cells, primary screen, cytotoxicity control for KLF5 inhibitor project, cell-based, luminescence | AID 1825, 2009 | inhibition, % at 5 µM | hit rate 0.78% among 290,000 | IEC-6 cytotoxicity, luminescence viability; in the data active = inhibition above about 22%;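 note: 0% = plate median of test compound wells and 100% = cytotoxic reference compound wells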
KLF5 inh: KLF5 expression inhibitors, primary screen, DLD-1 cells, luminescence. DLD-1 KLF5 promoter-luciferase reporter. inhibition, % at 5 µM. hit rate 0.23% among 290,000. AID 1700, 2009;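 active = inhibition above a per-plate limit of that plate's mean compound inhibition plus 3 SD, cut at about 60% in these data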;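 note: 0% = DMSO wells and 100% = LY294002 at 200 µM; higher means less KLF5 promoter-driven luciferase light; inactives centre near -14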
GSK3 alpha inh: blockers of GSK3A enzyme activity – biochemical, luminescence, cell-free homogeneous, HTS, primary screen | hit rate 0.1% among 320,000 | AID 2650, 2010 | inhibition, % at 10 µM | GSK-3 alpha kinase, ADP-Glo luminescence, 60 min;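 in the data active = inhibition above about 50%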;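 note: GST-tagged GSK-3 alpha with peptide substrate and 25 µM ATP; 0% = DMSO neutral wells and 100% = GW8510 positive control wells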
Target sequence (P49840 whole entry, looked up): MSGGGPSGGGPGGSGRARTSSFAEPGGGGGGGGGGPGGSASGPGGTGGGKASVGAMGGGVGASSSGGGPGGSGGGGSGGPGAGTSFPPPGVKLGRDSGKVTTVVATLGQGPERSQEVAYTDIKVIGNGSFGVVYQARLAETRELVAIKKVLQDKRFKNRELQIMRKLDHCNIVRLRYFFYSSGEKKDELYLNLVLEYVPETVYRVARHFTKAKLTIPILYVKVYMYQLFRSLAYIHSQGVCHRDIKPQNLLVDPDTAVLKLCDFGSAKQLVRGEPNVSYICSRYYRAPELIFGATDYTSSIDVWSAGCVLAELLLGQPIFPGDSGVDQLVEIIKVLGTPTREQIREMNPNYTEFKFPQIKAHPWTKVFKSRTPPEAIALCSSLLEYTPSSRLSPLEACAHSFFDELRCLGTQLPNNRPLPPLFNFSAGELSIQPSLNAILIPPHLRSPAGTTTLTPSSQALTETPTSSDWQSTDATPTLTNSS
HSP90 inh: HSP90 inhibitors, primary screen, cell lysate, luminescence | Rabbit reticulocyte lysate, luciferase refolding luminescence, 3 h | inhibition, % at 5.6 µM | AID 1789, 2009 | Heat shock protein HSP 90 (rabbit reticulocyte lysate; luciferase refolding) | hit rate 0.91% among 290,000;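 active = inhibition above the screen-wide mean plus 3 SD, computed separately per campaign, cut at about 16% in these data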;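 note: 0% = DMSO wells and 100% = 60 µM geldanamycin wells; inhibitors lower the luminescence because luciferase stays unfolded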
PolyA inhibitor: polyadenylation inhibitors in yeast reporter cells, primary screen, luminescence, S. cerevisiae; S. cerevisiae SKY197-pL101 polyadenylation reporter, beta-gal luminescence; efflux-impaired pdr1/pdr3 knockout yeast; score 100 = 6 SD above DMSO; calls only at 12 µM; hit rate 0.02% among 300,000; AID 1875, 2009;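 active = lowest replicate activity score at least 50, where 100 means six control SD above control mean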;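 note: yeast exposed to compound for 9 h at 30 °C; higher score means more reporter readthrough which indicates perturbed polyadenylation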
GSK3B inh: human GSK3beta kinase inhibitors, primary screen, biochemical, cell-free homogeneous, HTS. GST-GSK3beta kinase, ADP-Glo luminescence, 60 min; active compounds read low. AID 2097, 2009. Glycogen synthase kinase-3 beta (Homo sapiens), P49841. hit rate 0.038% among 300,000. activity score (negative = inhibition), % at 10 µM;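 active = more than half of replicate wells score below -50%, meaning over 50% inhibition versus plate controls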;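 note: 0% = median DMSO wells and -100% = median GW8510 positive control wells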
Target sequence (P49841 whole entry, looked up): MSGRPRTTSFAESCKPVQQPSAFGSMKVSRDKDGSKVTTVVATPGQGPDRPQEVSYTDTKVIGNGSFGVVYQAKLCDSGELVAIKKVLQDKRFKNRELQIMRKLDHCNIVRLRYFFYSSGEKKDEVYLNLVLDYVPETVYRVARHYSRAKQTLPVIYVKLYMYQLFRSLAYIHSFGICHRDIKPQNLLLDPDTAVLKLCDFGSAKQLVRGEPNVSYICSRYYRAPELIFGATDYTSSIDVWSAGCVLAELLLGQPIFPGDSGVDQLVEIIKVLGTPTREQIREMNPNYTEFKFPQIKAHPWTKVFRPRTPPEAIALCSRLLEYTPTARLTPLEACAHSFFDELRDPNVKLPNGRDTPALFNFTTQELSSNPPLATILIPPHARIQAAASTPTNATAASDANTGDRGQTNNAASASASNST
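test system = GST-tagged human GSK3beta kinase, cell-free | reagent = 25 µM ATP with peptide substrate | dosing = one dose of 10 µM per compound | schedule = 60 min reaction, RT | detection = luminescent ADP-Glo measurement of ADP formed | control set = DMSO neutral wells and GW8510 at 20 µM as positive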
HSF1 inhib: HSF1 inhibitors in luciferase reporter cells, primary screen, cell-based, NIH3T3, luminescence; NIH3T3-HGL HSE-luciferase, MG132-induced, luminescence 8 h; active compounds read low; activity change, negative = inhibition, % at 7.5 µM (by protocol); hit rate 0.77% among 300,000;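 active = more than half of replicate wells show activity change below -50%, luminescence cut by over half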;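 note: luciferase reports HSF-1 transcriptional activity via heat shock element; 0% = median of DMSO wells and -100% = zero luminescence signal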
HSF1 activator: HSF-1 activators, primary screen, NIH3T3-HGL cells, MG132 stress, luminescence, single point; NIH3T3-HGL HSF-1 luciferase reporter, 8 h; 100% = twice DMSO control signal; activation, % at 9 µM; hit rate 1.7% among 300,000;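 active = mean replicate activation of at least 50% with a set share of replicates each reaching 50%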;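 note: 0% = median of the neutral control wells and 100% = twice that signal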
* = called active by the depositor; i = inactive; x = no result given. A portion of the library. The share of hits here may be higher or lower than overall.

(1) Cc1c(C(=O)O)sc2nc(SCC(=O)Nc3ccc(S(=O)(=O)NC(C)(C)C)cc3)[nH]c(=O)c12
(2) Cc1nnc(NC(=O)c2ccc(S(=O)(=O)N3CC(C)CC(C)C3)cc2)o1 (stereo unspecified)
(3) CCCNC(=O)c1cccc(Cn2cc(Br)c([N+](=O)[O-])n2)c1
(4) CC(=O)N(Cc1nc2sc(C)c(C)c2c(=O)[nH]1)C1CCCC1
(5) O=C(COC(=O)CCc1ccc(S(=O)(=O)N2CCOCC2)cc1)Nc1cccc(Cl)c1
assay / entry,1,2,3,4,5
aSyn 5UTR inh,13,-2,-10,8,33
AI-2 QS mod,22,65,2,12,7
IEC-6 tox,-1,-9,4,-1,-4
KLF5 inh,-16,12,-6,6,-24
GSK3 alpha inh,8,-2,0,-4,0
HSP90 inh,2,2,2,2,-1
PolyA inhibitor,i,i,i,i,i
GSK3B inh,1,1,-4,-8,-1
HSF1 inhib,-6,-6,-3,-2,x
HSF1 activator,-12,-5,-7,-9,x

(6) CC(=O)Nc1nc2c(F)cccc2s1
(7) CCCCOc1ccc(C(=O)Oc2cc(C)[nH]c(=O)c2[N+](=O)[O-])cc1
(8) Cc1cc(C(=O)NCC(c2cccs2)N2CCOCC2)ccc1[N+](=O)[O-] (stereo unspecified)
(9) Cc1ccc(C(=O)OCC(=O)Nc2cc(S(C)(=O)=O)ccc2Cl)cc1S(=O)(=O)N1CCCCC1
(10) FC(F)(F)COc1ccc(-n2ccnc2)nn1
assay / entry,6,7,8,9,10
aSyn 5UTR inh,-21,-2,-23,5,6
AI-2 QS mod,24,37,9,13,1
IEC-6 tox,-8,-9,0,-1,2
KLF5 inh,-2,-26,-1,-35,-23
GSK3 alpha inh,1,-5,-2,1,0
HSP90 inh,-2,1,2,1,1
PolyA inhibitor,i,i,i,i,i
GSK3B inh,-3,3,-2,1,-26
HSF1 inhib,0,-2,-12,3,-2
HSF1 activator,-5,1,-2,7,-26

(11) O=C(c1ccc(C#CC2(O)CCCCC2)cc1)N1CCN(Cc2ccccc2)CC1
(12) Cc1ccccc1-n1nc(C)c(N=O)c1N
(13) O=C(CSc1ncnc2c1oc1ccccc12)Nc1nc2ccccc2s1
(14) Clc1ccc(Oc2cccc(/C=N/n3cnnc3)c2)cc1
(15) O=C1c2cccc3c(O)ccc(c23)C(=O)N1Cc1ccco1
assay / entry,11,12,13,14,15
aSyn 5UTR inh,17,2,-5,11,-13
AI-2 QS mod,4,29,14,11,33
IEC-6 tox,-1,4,3,1,-13
KLF5 inh,-4,4,-44,15,-19
GSK3 alpha inh,1,-1,-3,-2,x
HSP90 inh,2,2,-2,-3,2
PolyA inhibitor,i,i,i,i,i
GSK3B inh,-1,2,2,3,0
HSF1 inhib,-2,-3,4,2,-4
HSF1 activator,9,1,5,-1,0

(16) COCCNC(=O)c1ccc2c(=O)n(Cc3ccco3)c(SCC(=O)NC3CCCCC3)nc2c1
(17) CCOC(=O)CSc1nnc(CNc2ccc(Cl)cc2)n1Cc1ccccc1
(18) Cn1c(CNC(=O)c2ccco2)nnc1SCC(=O)N1c2ccccc2Sc2ccccc21
(19) Cc1cccc(C)c1OCc1n[nH]c(=S)n1N
(20) CCc1ccc(-c2cc(C)no2)cc1S(=O)(=O)Nc1cccc(CN2CCCC2)c1
assay / entry,16,17,18,19,20
aSyn 5UTR inh,14,-1,x,-21,0
AI-2 QS mod,7,24,51,14,23
IEC-6 tox,-2,4,0,-1,4
KLF5 inh,-25,-63,-22,-41,-16
GSK3 alpha inh,1,-4,-2,-1,0
HSP90 inh,3,5,-4,-4,5
PolyA inhibitor,i,i,x,i,i
GSK3B inh,0,0,2,-5,-2
HSF1 inhib,3,13,x,1,8
HSF1 activator,13,16,x,12,34

(21) COCCCNC(=O)c1ccc(N(C)S(=O)(=O)c2ccc(OC)cc2)cc1
(22) COc1ccc(NC(=O)CC2C(=O)N(c3cccc(OC)c3)C(=O)N2CCC(C)C)cc1 (stereo unspecified)
(23) O=C(O)C1C2C=CC(C2)C1C(=O)Nc1ccc(Cl)c(Cl)c1 (stereo unspecified)
(24) COc1cccc(N2CCN(c3ccc4nnc(CCC(=O)Nc5ncccc5C)n4n3)CC2)c1
(25) COc1ccc2[nH]c(C(=O)N3CCC(Cc4ccccc4)CC3)cc2c1
assay / entry,21,22,23,24,25
aSyn 5UTR inh,-8,1,-4,9,6
AI-2 QS mod,10,34,3,10,18
IEC-6 tox,-6,1,-4,6,9
KLF5 inh,-14,-14,-26,-18,-11
GSK3 alpha inh,-2,-5,-3,5,-2
HSP90 inh,-4,1,1,-7,1
PolyA inhibitor,i,i,i,i,i
GSK3B inh,-1,1,3,1,1
HSF1 inhib,-6,1,9,3,-6
HSF1 activator,13,2,7,10,6

(26) CCCNC(=O)CSc1nc(Cc2ccccc2)nc2ccccc12
(27) OCC1(Cc2ccccc2)CCN(Cc2ccccn2)CC1
(28) O=C(c1ccccc1)c1sc(N2CCOCC2)nc1-c1ccccc1
(29) COc1ccc(OCc2nn3c(-c4ccccn4)nnc3s2)cc1
(30) COc1ccc(NC(=O)/C(C#N)=C/c2ccc(OCc3ccccc3F)cc2)cc1
assay / entry,26,27,28,29,30
aSyn 5UTR inh,7,x,10,-14,-56
AI-2 QS mod,-9,8,-1,8,-3
IEC-6 tox,3,-2,6,-2,-1
KLF5 inh,-10,-27,-12,-14,-17
GSK3 alpha inh,-3,0,1,0,-1
HSP90 inh,3,-1,1,-3,0
PolyA inhibitor,i,i,i,i,i
GSK3B inh,-1,-5,3,4,0
HSF1 inhib,6,x,-4,6,9
HSF1 activator,13,x,14,33,20

(31) COc1ccc(C)cc1N/C(N)=N/c1nc(C)cc(C)n1
(32) CCC(C)(C)NC(=O)c1ccc(Br)o1
(33) O=C(Nc1nnc(C2CCCC2)s1)C1CCN(S(=O)(=O)c2ccc(Cl)cc2)CC1
(34) O=C(N/C=N/OCc1cccc(C(F)(F)F)c1)N1OC[C@@H]2COc3ccc4ccccc4c3[C@@H]21
(35) O=C(N/N=C/c1cccnc1)C12CC3CC(CC(C3)C1)C2
assay / entry,31,32,33,34,35
aSyn 5UTR inh,-49,1,-8,10,14
AI-2 QS mod,45,12,18,16,8
IEC-6 tox,10,1,-3,-2,7
KLF5 inh,-6,-27,-26,-30,-16
GSK3 alpha inh,-1,-4,-1,x,-2
HSP90 inh,1,1,-1,-4,1
PolyA inhibitor,i,i,i,i,i
GSK3B inh,0,-23,0,3,3
HSF1 inhib,0,-3,-4,-7,1
HSF1 activator,-7,-3,1,9,0

(36) COc1ccc(C(C(=O)NC2CCCCC2)N(CC2CCCO2)C(=O)CNC(=O)c2ccco2)cc1 (stereo unspecified)
(37) Cc1ccc(C(=O)/C=C/c2ccc(-c3ccccc3[N+](=O)[O-])o2)cc1
(38) O=C1NCCN/C1=C\C(=O)c1ccc(Cl)cc1
(39) CCN(C(=O)CN1C(=S)NC(C)(C)CC1C)c1ccc(C)c(C)c1 (stereo unspecified)
(40) O=C(CN1CCN(S(=O)(=O)c2ccc(Br)cc2)CC1)N/N=C/c1cccs1
assay / entry,36,37,38,39,40
aSyn 5UTR inh,-15,-52,-109,11,2
AI-2 QS mod,12,-2,-26,6,20
IEC-6 tox,14,-1,11,2,0
KLF5 inh,-30,-12,-114,-7,5
GSK3 alpha inh,1,1,-1,-1,-3
HSP90 inh,3,-1,2,2,0
PolyA inhibitor,i,i,i,i,i
GSK3B inh,-2,3,-22,-1,2
HSF1 inhib,-7,2,-1,-1,2
HSF1 activator,-16,-1,24,14,-2

Records 35–40, reprinted for reference:
(35) O=C(N/N=C/c1cccnc1)C12CC3CC(CC(C3)C1)C2
(36) COc1ccc(C(C(=O)NC2CCCCC2)N(CC2CCCO2)C(=O)CNC(=O)c2ccco2)cc1 (stereo unspecified)
(37) Cc1ccc(C(=O)/C=C/c2ccc(-c3ccccc3[N+](=O)[O-])o2)cc1
(38) O=C1NCCN/C1=C\C(=O)c1ccc(Cl)cc1
(39) CCN(C(=O)CN1C(=S)NC(C)(C)CC1C)c1ccc(C)c(C)c1 (stereo unspecified)
(40) O=C(CN1CCN(S(=O)(=O)c2ccc(Br)cc2)CC1)N/N=C/c1cccs1
assay / entry,35,36,37,38,39,40
aSyn 5UTR inh,14,-15,-52,-109,11,2
AI-2 QS mod,8,12,-2,-26,6,20
IEC-6 tox,7,14,-1,11,2,0
KLF5 inh,-16,-30,-12,-114,-7,5
GSK3 alpha inh,-2,1,1,-1,-1,-3
HSP90 inh,1,3,-1,2,2,0
PolyA inhibitor,i,i,i,i,i,i
GSK3B inh,3,-2,3,-22,-1,2
HSF1 inhib,1,-7,2,-1,-1,2
HSF1 activator,0,-16,-1,24,14,-2

Next part
(41) COc1ccc(C2C(C(=O)c3ccco3)=C(O)C(=O)N2c2nnc(C)s2)cc1OC (stereo unspecified)
(42) Cc1nnc2c3ccccc3c(-c3cccs3)nn12
(43) O=C(Nc1ccnn1C1CCN(C(=O)Cc2cccc(Cl)c2)CC1)C1CC1
(44) COc1ccccc1CNC(=O)c1ccc(OC(C)C)cc1
(45) N#Cc1c(Cl)nc(N/N=C/c2ccccc2)c(Cl)c1Cl
(46) CN(C)CCCNCCNC(=O)/C=N\O
(47) Cc1csc(NC(=O)CN2C(=O)c3ccccc3C2=O)c1C(N)=O
assay / entry,41,42,43,44,45,46,47
aSyn 5UTR inh,11,22,-4,-21,-26,-18,4
AI-2 QS mod,-1,9,25,10,1,-20,24
IEC-6 tox,4,7,-7,-1,0,-4,-1
KLF5 inh,11,0,-17,-28,-3,-27,-7
GSK3 alpha inh,1,x,0,-1,-1,-3,-1
HSP90 inh,0,5,-3,-4,2,-1,3
PolyA inhibitor,i,i,i,i,i,i,i
GSK3B inh,1,-15,2,-4,5,0,1
HSF1 inhib,-3,-3,5,-6,37,-6,-5
HSF1 activator,3,8,6,15,63*,6,-12
